Assay outcomes deposited in PubChem BioAssay by National Center for Advancing Translational Sciences (NCATS).
B2AR arrestin = recruits beta-arrestin to the human beta2-adrenergic receptor; P07550; beta-arrestin recruitment to beta2AR, cell-based reporter; Potency, µM (doses to about 46.1 µM), for the others: at the top dose activation, hits mostly activators; actives 0.02% (n = 330,000); AID 492947;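 also: potency is read from the fitted curve at half-maximal effect; 0% = DMSO controls and full agonism = EC100 isoproterenol or metaproterenol; nearly all actives have a fitted effect of over 65% in size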
BCR signal inh = blocks chronic active B-cell receptor signaling | ABC-DLBCL IkBa-CBG/CBR reporter, luminescence ratio, 4 h | Potency, µM (doses to about 46.1 µM), for the others: at the highest dose ratio change, negative = lower green/red ratio, most hits filed as inhibitors | actives 0.05% (n = 340,000) | AID 493014; active = well fitted inhibition curve with a large enough effect in the signal ratio, with a control signal flat, not every such curve was filed as active; inconclusive = small, poorly fitted or top-dose-only effect, or effect the other way, or a change in a side signal; the % refers to the signal ratio;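 also: potency is read from the fitted curve at half-maximal effect; plate controls were basal doxycycline-induced cells for no effect and cells given 10 µM MG132 for full effect; MG132 reads +100%, hits lower the ratio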
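TMD8 human ABC-DLBCL cells with doxycycline-inducible IκBα–green luciferase fusion and unfused red luciferase, in 0.5% FBS medium; compounds up to 46 uM, 4 h at 37C. Green/red luminescence ratio, filter-overlap corrected, fitted to concentration-response curves.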
USP2a block = USP2a (human) protease inhibition; O75604; USP2 core, Ub-CHOP2 coupled fluorogenic reporter, 485/531; Potency, µM (series often up to 38.3 µM), for the others: top-dose activity change, negative = inhibition, hits mostly inhibitors; actives 0.01% (n = 330,000); AID 463254;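 also: potency is read from the fitted curve at half-maximal effect; plate controls were DMSO wells for no effect and full inhibition by NEM control for full effect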
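Deubiquitinase activity read as fluorescence (485/531 nm) after Ub-CHOP2 cleavage activates the enterokinase reporter on its substrate; USP2 core 10nM, Ub-CHOP2 and substrate 25nM each, 30min compound preincubation then 60min RT; data normalized to NEM, curves fitted.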
Tb PFK inh = blocks T. brucei phosphofructokinase. actives 0.17% (n = 330,000). AID 485367. Potency, µM (doses to about 57.5 µM), without a hit: top-dose activity, negative = inhibition, actives largely listed as inhibitors. T. brucei PFK, ADP-Glo luminescence;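 also: potency is read from the fitted curve at half-maximal effect; 0% = uninhibited 1x PFK enzyme wells and -100% = no-enzyme wells; nearly all actives have a fitted effect of over 60% in size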
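Activity is normalized to no-enzyme wells (full inhibition) and 1.25 nM enzyme wells (no inhibition). Reaction: 0.5 mM F6P, 0.1 mM ATP, 45 min RT, ADP-Glo luminescence; concentration-response curves fitted and classed by quality.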
TSHR antagonist = blocks TSH signaling through the human TSH receptor | P16473 | TSHR-expressing cells, TSH-stimulated cAMP HTRF, 2 h; active compounds read low | activity change, negative = inhibition, % at 11.5 µM | actives 0.2% (n = 330,000);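 active = activity change below a set negative limit, meaning inhibition stronger than a set level, cut at about -70% in these data; inconclusive = activity change between two set negative limits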; also: % is scaled to controls: 0 for no effect and ±100 for the full control effect
Target sequence (P16473 whole entry, looked up): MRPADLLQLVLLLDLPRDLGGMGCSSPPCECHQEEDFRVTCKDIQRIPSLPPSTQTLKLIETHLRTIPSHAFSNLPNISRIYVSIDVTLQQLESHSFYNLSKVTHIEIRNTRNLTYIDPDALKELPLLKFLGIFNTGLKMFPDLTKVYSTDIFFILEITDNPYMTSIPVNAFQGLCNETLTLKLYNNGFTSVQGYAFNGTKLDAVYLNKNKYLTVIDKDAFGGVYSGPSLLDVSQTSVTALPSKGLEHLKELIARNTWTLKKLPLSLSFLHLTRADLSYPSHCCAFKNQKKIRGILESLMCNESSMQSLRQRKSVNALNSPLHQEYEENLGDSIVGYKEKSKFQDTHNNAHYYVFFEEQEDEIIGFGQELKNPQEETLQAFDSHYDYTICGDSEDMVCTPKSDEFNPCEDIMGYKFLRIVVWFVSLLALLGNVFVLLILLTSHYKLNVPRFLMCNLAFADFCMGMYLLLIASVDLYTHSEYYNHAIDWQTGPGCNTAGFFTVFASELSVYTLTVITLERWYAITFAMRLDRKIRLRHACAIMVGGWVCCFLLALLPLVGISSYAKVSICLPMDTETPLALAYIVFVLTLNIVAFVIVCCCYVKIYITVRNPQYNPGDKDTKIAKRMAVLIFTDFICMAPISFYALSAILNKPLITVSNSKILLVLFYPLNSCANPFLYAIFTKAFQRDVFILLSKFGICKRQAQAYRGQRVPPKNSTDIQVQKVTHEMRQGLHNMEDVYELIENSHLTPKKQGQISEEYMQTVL
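Cell-based HTRF cAMP assay; TSHR cells + compound, TSH EC80 (4nM final), 2 h, 37 deg C. Lysis with anti-cAMP cryptate and cAMP-d2, 30 min RT, read 665/620 nm.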
uPA surface inh = cell surface uPA generation inhibition; actives 0.31% (n = 330,000); cell surface uPA generation assay, qHTS; Potency, µM (highest dose often 38.3 µM), inactives show at the top dose activity change, negative = inhibition, actives largely listed as inhibitors; AID 540303; active = well fitted inhibition curve with a large enough effect; inconclusive = small, poorly fitted or top-dose-only effect; inactive = no such curve, though single readings can be large or run the other way; tested in mouse RAW 264.7 cells; also: potency is read from the fitted curve at half-maximal effect; % is scaled to controls: 0 for no effect and ±100 for the full control effect; nearly all actives have a fitted effect of over 55% in size
Eya2 inh = inhibitors of human Eya2 phosphatase activity; O00167; recombinant Eya2, OMFP fluorescence dephosphorylation (OMFP is methylfluorescein phosphate); Potency, µM (doses to about 76.9 µM), inactives show at the highest dose activity, negative = inhibition, usual class: inhibitors; actives 0.006% (n = 330,000); AID 488837; also: potency is read from the fitted curve at half-maximal effect; % is scaled to controls: 0 for no effect and ±100 for the full control effect
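Eya2 (0.2 uM) preincubated 10 min at ambient with compound, then OMFP substrate added at 50 uM; 10 min reaction in 50 mM HEPES pH 7.5, 50 mM NaCl, 5 uM MgCl2, 0.05% BSA, 1 mM DTT. Fluorescence read at Ex 485/Em 525 nm.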
PTAP TSG101 blk = blocks PTAP/TSG101 interaction to inhibit HIV-1 budding; Potency, µM (doses to about 115 µM), inactives show at the top dose activity change, negative = inhibition, actives largely listed as inhibitors; Fluorescence polarization, FITC-PTAP peptide / Tsg101 binding; Q99816; 340,000 tested, under 10 active; active = well fitted inhibition curve with a large enough effect in the main read-out, with a control signal flat, not every such curve was filed as active; inconclusive = small, poorly fitted or top-dose-only effect, or effect the other way, or a change in a side signal; inactive = no such curve, though single readings can be large or run the other way; also: potency is read from the fitted curve at half-maximal effect; % of control where 0% means no effect
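Fluorescence polarization binding of Tsg101 binding domain (10 uM final) to FITC-labeled PTAP peptide (50 nM final) in HEPES pH 7.5 buffer with NaCl, Tween 20, EDTA, TCEP. Compounds added before peptide; binding 20 min at RT.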
ELG1 DNA repair = inhibitors of ELG1-dependent DNA repair in HEK293T cells; actives 2.3% (n = 330,000); AID 504467; Potency, µM (doses to about 46.1 µM), without a hit: at the highest dose activity change, negative = inhibition, actives largely listed as inhibitors; HEK293T ELG1-luciferase reporter, luminescence, 16 h; DNA damage induced by 5-fluorouridine; also: potency is read from the fitted curve at half-maximal effect; % is scaled to controls: 0 for no effect and ±100 for the full control effect; nearly all actives have a fitted effect of over 55% in size
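Overnight (16 hr) co-exposure of 2,000 cells/well to 5-fluorouridine and compound at 37 °C preceded detection. Luciferase was quantified via ONE-Glo luminescence; loss of signal denotes inhibition.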
Mito fusion yeast = mitochondrial division inhibition or fusion activation; S. cerevisiae fusion-defective mutant growth rescue, CellTiterGlo 48 h; Potency, µM (titrated, usually from 46.1 µM), for the others: at the top dose growth rescue (activation), usual class: activators; actives 0.23% (n = 320,000);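 also: potency is read from the fitted curve at half-maximal effect; % of control where 0% means no effect; nearly all actives have a fitted effect of over 45% in size; temperature-sensitive fusion mutants such as fzo1-1 at 37 °C on non-fermentable ethanol glycerol medium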
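S. cerevisiae fusion-defective temperature-sensitive mutants (e.g. fzo1-1, mgm1-5) grown 48 h at 37C in YPEG (ethanol/glycerol non-fermentable) medium with 23 nl compound per well; growth rescue read as CellTiterGlo luminescence.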
TCR act = activates T cell receptor signaling | primary human leukocytes, anti-CD3, IL-2 HTRF, 48 h | Potency, µM (series often up to 9.22 µM), for the others: at the top dose activation of IL-2 secretion, hits mostly activators | 330,000 tested, under 10 active; also: % of control where 0% means no effect
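Readout: HTRF IL-2, Eu-cryptate/d2 antibody pair, 320nm excitation, 665nm emission. Stimulus: a-CD3 beads, no co-stimulation. Cells: primary human leukocytes. Exposure: 48 hr with compound.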
An asterisk follows results filed as active; ? = inconclusive; nt = not tested or not shown; [ ] = another dose, or the depositor's remark. Unless noted, calls follow the shape of the dose curve; as a rule, active = well fitted curve in the direction sought with a large enough effect; inconclusive = small, poorly fitted or top-dose-only effect, or another doubt; inactive = no such curve, though single readings can be large; an effect the other way counts as inactive or inconclusive.

SMILES	B2AR arrestin	BCR signal inh	USP2a block	Tb PFK inh	TSHR antagonist	uPA surface inh	Eya2 inh	PTAP TSG101 blk	ELG1 DNA repair	Mito fusion yeast	TCR act
COc1cccc(-c2nnc(SCC(=O)NC3CCS(=O)(=O)C3)n2C)c1 (stereo unspecified)	-2.5%	-2%	2%	0%	12	-1%	15%	-2%	14%	-3%	3%
CCCCN(C)C(=O)c1nc2ccccn2c1CN1CCC[C@H]1C(=O)OC	-0.3%	13%	3%	4%	6	2%	4%	-1%	-4%	1%	-1%
O=C(NCCc1ccc(F)cc1)N[C@@H](Cc1ccccc1)C(=O)O	-0.3%	-5%	-4%	0%	7	-23%	11%	2%	13%	-7%	-11%
CCOc1ccccc1NS(=O)(=O)c1ccc2[nH]c(=O)ccc2c1	-0.2%	-10%	-2%	0%	-2	1%	-2%	-10%	?	-3%	-2%
C=CCNc1nnnc2c1sc1nc(N3CCOCC3)c3c(c12)CCCC3	0.2%	-13%	0%	-16%	1	-1%	-28%	0%	?	5%	4%
O=C(Nc1ccc(NC(=O)c2ccc([N+](=O)[O-])cc2[N+](=O)[O-])cc1)c1ccco1	-0.1%	0%	4%	1%	1	0%	-13%	-2%	?	-1%	1%
CCC1CC2(C)NC(=O)c3c(sc4c3CC(C)(C)OC4)N2C1=O (stereo unspecified)	-0.1%	-3%	0%	0%	-10	1%	2%	-6%	?	4%	-4%
O=C(NN1CCOCC1)c1ccc(Cl)cc1	-0.7%	?	1%	-1%	17	2%	2%	-4%	0%	2%	-7%[46.1 µM]
COc1ccc(N2CCN(C(=O)Nc3ccccc3C)CC2)cc1	-0.1%	-4%	3%	-6%	0	-9%	-4%	-3%	-7%	3%	3%
Cn1cc(/C=N/NC(N)=S)c2ccccc21	7.4%	?	-3%	0%	17	1%	-2%	0%	-11%	-14%	1%
Cc1ccccc1N(C)C(=O)c1coc(=O)c2ccccc12	0.5%	-2%	3%	-3%	-1	-2%	-1%	-5%	-4%	1%	2%
Cn1c(SCCSc2nnc(-c3ccccc3)n2C)nnc1-c1ccccc1	-0.7%	-1%	-2%	5%	1	nt	8%	nt	18%	-3%	nt
COc1ccc(OC)c2c(C)c(C)[nH]c12	-1.2%	4%	6%	1%	13	-6%	?	-4%	26%	7%	-3%
O=C(c1ccco1)N1CCN=C1SCc1ccc(F)cc1	0.0%	-1%	8%	-5%	5	-3%	14%	-5%	-7%	0%	6%
CC(C)(C)c1cc(-c2csc(Nc3ccccc3)[n+]2Cc2ccc(C(=O)O)cc2)cc(C(C)(C)C)c1O	-0.4%	?	1%	2%	-11	3%	-28%	-10%	16µM*	-10%	11%
O=C(COC(=O)C1CCN(c2ccc(C(F)(F)F)cn2)CC1)Nc1ccc(Cl)cc1	0.1%	-4%	-6%	4%	-6	-4%	-3%	-5%	-2%	0%	-1%
O=C(Nc1ccccc1N1CCCC1)C1CCCO1 (stereo unspecified)	-1.3%	0%	1%	-3%	-6	3%	-31%	0%	11%	-2%	-1%
C=CC[C@@H](CC(=O)N(CCO)Cc1ccccc1)C(=O)N[C@H](COC(=O)[C@@H](CC=C)Cc1ccc(F)cc1)Cc1ccccc1	0.0%	?	-3%	0%	3	?	0%	nt	-22%	nt	4%
CCOc1ccc(NC(=O)CN(C)c2ccc(S(=O)(=O)N3CCOCC3)cn2)cc1OCC	-0.2%	-8%	1%	-5%	16	1%	5%	1%	15%	0%	2%
COc1cc(OC)c(C(=O)OCC(=O)N2CCOCC2)cc1OC	-0.2%	4%	1%	-12%	2	4%	10%	-1%	14%	-2%	-3%
CC(C)C[C@H]1CN=C(Nc2ccccc2)N1CCC1CCCCC1	0.3%	?	1%	0%	1	-22%	1%	1%	-3%	-1%	2%
COc1ccc(NC(=O)C2CC(=O)n3cnnc3S2)cc1 (stereo unspecified)	0.0%	?	-5%	10%	-2	-7%	14%	-1%	-3%	2%	-7%
COC(=O)c1nn(-c2ccccc2)c(Cl)c1/C=N/OC(=O)c1ccc(Cl)c(Cl)c1	-0.9%	0%	5%	-2%	24	-4%	13%	-5%	18%	1%	4%
N#Cc1ccccc1OCC(=O)Nc1ccc(S(=O)(=O)N2CCOCC2)cc1	-0.4%	-18%	1%	-2%	-4	0%	5%	-2%	-8%	nt	-2%[46.1 µM]
Cc1ccnc(SC2CC(=O)N(c3ccc(C(C)C)cc3)C2=O)n1 (stereo unspecified)	0.0%	1%	2%	0%	12	-13%	2%	-1%	15%	-15%	6%
Cc1ccc(N2C(=O)C(Cc3ccc(O)cc3)NC2=S)cc1C (stereo unspecified)	-0.9%	0%	2%	3%	1	6%	-1%	-1%	3%	-1%	-5%[46.1 µM]
O=C(NC1CCCC1)C1CCCN(S(=O)(=O)c2ccc(-n3cnnn3)cc2)C1 (stereo unspecified)	-0.5%	-1%	-2%	-1%	4	1%	-7%	-6%	-15%	0%	5%
S=c1[nH]nc(-c2cccnc2)o1	-0.3%	1%	0%	2%	4	nt	1%	-2%	2%	0%	6%
CC(=O)Oc1ccc2oc3c(c2c1)C(=O)CCC3	0.2%	-1%	5%	-3%	-2	-1%	5%	-7%	17%	-7%	-4%
CCOC(=O)CNC(=O)Cc1ccc(OC)cc1	0.1%	0%	2%	-1%	3	9%	-9%	2%	?	-4%	-3%
Clc1ccc(N=C2SCCS2)cc1	-0.4%	?	-8%	-1%	9	1%	-4%	-3%	?	-10%	-2%
CN(CC(=O)Nc1ccc(Cl)cc1)c1ccc(S(=O)(=O)N2CCCCC2)cc1[N+](=O)[O-]	-0.9%	?	2%	-1%	-2	-16%	-4%	-8%	18µM*	?	-1%[46.1 µM]
COc1cccc(-c2nnn(CCC(=O)O)n2)c1	-0.3%	?	-5%	-4%	-5	-2%	2%	-4%	-2%	0%	-3%
O=C1CSC(c2ccc([N+](=O)[O-])cc2)N1Cc1ccccc1 (stereo unspecified)	-0.2%	-3%	-1%	5%	7	16%	3%	-2%	1%	4%	6%
C[C@H](CO)N1C[C@H](C)[C@H](CN(C)S(=O)(=O)c2cccs2)Oc2ccc(NC(=O)Nc3ccc4c(c3)OCO4)cc2CC1=O	-0.3%	?	1%	1%	-8	-11%	13%	-1%	?	nt	-2%
O=C(/C=C/c1ccc(S(=O)(=O)N2CCOCC2)cc1)NC(=S)Nc1ccc(N2CCOCC2)cc1	0.0%	-4%	1%	3%	-12	0%	-1%	-2%	-4%	-2%	-2%[46.1 µM]
FC(F)(F)c1ccccc1CNCc1ccncc1	-0.8%	-5%	0%	-1%	6	-3%	12%	-1%	-13%	0%	-3%
Cc1cc(NC(=O)CSc2nc(=O)n(CCN(C)C)c3c2CCCC3)no1	-0.2%	-3%	1%	-3%	-4	1%	-5%	-5%	-4%	-5%	4%
CCN(CC)CC(=O)Nc1c(C#N)cnn1-c1ccccc1	0.2%	2%	-1%	-1%	13	1%	-6%	-8%	12%	-1%	-3%
Cc1nc(SCc2ccccc2F)c2cnn(-c3ccccc3)c2n1	-0.3%	13%	-1%	0%	-3	nt	-11%	nt	29%	0%	nt
O=C(CCN1C(=O)C2CCCCC2C1=O)N1CCN(S(=O)(=O)c2cccc(F)c2)CC1 (stereo unspecified)	0.2%	0%	0%	0%	-1	-3%	0%	-1%	2%	2%	4%
COCCNS(=O)(=O)c1ccc2c(c1)n(C)c(=O)n2C	0.2%	?	1%	-1%	-9	-4%	6%	-4%	-1%	0%	-1%
COCc1cc(C)nc2sc3c(=O)oc(C)nc3c12	0.0%	5%	-1%	0%	4	-4%	-5%	-3%	13%	-2%	-15%
CN(C(=O)c1ccnn1C)C1CCCN(Cc2ccccc2F)C1 (stereo unspecified)	-0.1%	3%	4%	-2%	2	4%	-12%	0%	10%	-2%	0%
CCCCC1CCC(c2nc(-c3ccccn3)no2)CC1 (stereo unspecified)	0.0%	15%	0%	-3%	2	3%	-11%	-7%	?	-3%	13%
